# MEX-5 binding: C. elegans MEX-5 TCR-2 RNA binding activity; MEX-5/FITC-TCR2 RNA binding, fluorescence polarization; hits give low values; activity score (negative = inhibition of binding), % at 10 µM; 300,000 tested, 0.38% active; AID 1832;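 active means inhibition past about -25% in most replicates, and total fluorescence under double the plate's negative control median, limit read from the data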;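 further: 0% = DMSO and -100% = 5 µM competing unlabeled TCR2 RNA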
# CR mimetic SO: caloric restriction mimetics inhibiting age-related superoxide in yeast; S. cerevisiae aged cells, superoxide DHE fluorescence; hits give low values; superoxide response (% of plate mean), % at 10 µM; 330,000 tested, 0.18% active;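 active means superoxide response under a set limit, about three screen SD below normal, cut at about 65% in these data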;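 further: yeast aged for seven days with compound at 30 °C before DHE staining; 100% = average MFI of all compound-treated wells on the plate with controls excluded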
# CIT2-GFP yeast: alters CIT2-GFP fluorescence in TOR pathway yeast screen; S. cerevisiae CIT2-GFP strain, flow cytometry, 3 h; 100 means same as DMSO wells; GFP response vs DMSO, % at 10 µM; 320,000 tested, 0.065% active; AID 2029;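 active means GFP response relative to DMSO above a set limit, near the screen mean plus 3 SD, cut at about 150% in these data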;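 further: ratio of well median GFP fluorescence to mean of DMSO wells on the plate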
# BCLXL inh: inhibitors of human Bcl-xL. Q07817. GST-Bcl-xL / FITC-Bim BH3 peptide fluorescence polarization. inhibition, % at 10.9 µM. 320,000 tested, 0.7% active;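 active means inhibition above the mean of all tested compounds plus 3 SD, cutoff set per campaign, cut at about 30% in these data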;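 further: 0% = DMSO wells and 100% = unlabeled Bim-BH3 peptide competitor; inhibitors lower millipolarization by displacing the labeled peptide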
# GRK2 inh: inhibitors of human GRK2 displacing RNA aptamer. P25098. bead flow cytometry, FAM-aptamer displacement from GRK2. inhibition of aptamer binding, % at 10 µM. 330,000 tested, 0.59% active. AID 488847;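 active means inhibition of aptamer binding above 40%, roughly 3 SD of noise, on plates passing a quality check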;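 further: median bead fluorescence of bound FAM aptamer so fluorescent compounds give negative values; no value below 0 was filed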
# MCL1-BIM inh: disrupts human MCL1 binding to BIM-BH3 peptide | GST-MCL1 / FITC-Bim-BH3 fluorescence polarization | 320,000 tested, 0.68% active | Q07820 | inhibition, % at 10.9 µM;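 active means inhibition above the mean inhibition of all tested compounds plus 3 SD, set per campaign, cut at about 40% in these data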;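 further: 0% = DMSO wells and 100% = unlabeled Bim-BH3 peptide control; higher means more loss of mP so more displacement of Bim peptide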
# AGP1-GFP MLPCN: alters AGP1-GFP fluorescence in TOR pathway yeast screen; S. cerevisiae AGP1-GFP multiplex flow cytometry, 3 h; GFP as percent of DMSO wells; GFP response vs DMSO, % at 10 µM; 320,000 tested, 0.02% active; AID 2066;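 active means GFP response relative to DMSO above a set limit, near screen average plus 3 SD, cut at about 150% in these data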;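 further: median GFP channel fluorescence of the gated AGP1 strain per well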
# VLA-4 inh: inhibition in a human VLA-4 binding assay | P13612 | VLA-4 expressing cells, ligand binding flow cytometry | inhibition, % (about 7 µM as worked out from the volumes in the protocol) | 330,000 tested, 0.2% active; in the data active means inhibition above about 50%
# Target sequence (P13612 whole entry, looked up): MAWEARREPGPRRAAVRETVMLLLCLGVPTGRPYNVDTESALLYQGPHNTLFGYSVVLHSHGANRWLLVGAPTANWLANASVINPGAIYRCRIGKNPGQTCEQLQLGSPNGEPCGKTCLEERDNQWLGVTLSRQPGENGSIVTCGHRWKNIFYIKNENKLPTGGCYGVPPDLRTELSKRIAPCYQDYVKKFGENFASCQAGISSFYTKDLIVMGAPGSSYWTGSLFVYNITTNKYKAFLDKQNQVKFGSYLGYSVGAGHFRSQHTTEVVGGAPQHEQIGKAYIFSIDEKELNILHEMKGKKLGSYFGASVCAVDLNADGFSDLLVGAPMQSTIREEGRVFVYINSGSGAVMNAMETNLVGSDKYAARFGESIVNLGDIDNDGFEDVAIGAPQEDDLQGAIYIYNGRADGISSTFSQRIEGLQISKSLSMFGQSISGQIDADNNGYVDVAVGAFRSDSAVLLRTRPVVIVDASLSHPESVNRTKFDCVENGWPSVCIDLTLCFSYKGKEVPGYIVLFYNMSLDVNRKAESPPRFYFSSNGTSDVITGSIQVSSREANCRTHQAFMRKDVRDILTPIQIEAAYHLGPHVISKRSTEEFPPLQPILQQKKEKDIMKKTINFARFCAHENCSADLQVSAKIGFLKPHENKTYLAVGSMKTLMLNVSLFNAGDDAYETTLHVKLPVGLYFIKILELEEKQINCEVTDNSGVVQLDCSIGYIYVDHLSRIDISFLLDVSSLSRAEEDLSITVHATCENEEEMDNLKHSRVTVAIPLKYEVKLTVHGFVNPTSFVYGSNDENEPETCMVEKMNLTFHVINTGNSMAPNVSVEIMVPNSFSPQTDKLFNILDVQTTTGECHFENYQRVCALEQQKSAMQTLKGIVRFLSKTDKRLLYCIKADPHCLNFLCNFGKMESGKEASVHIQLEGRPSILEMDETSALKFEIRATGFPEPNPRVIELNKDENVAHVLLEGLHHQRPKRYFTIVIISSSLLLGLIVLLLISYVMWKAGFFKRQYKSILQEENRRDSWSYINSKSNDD
# GLD-1 RNA inh: GLD-1-TGE RNA interaction inhibition (C. elegans); inhibition, % at 5.96 µM; 320,000 tested, 0.44% active; purified GLD-1 + fluorescein TGE RNA, fluorescence polarization; Q17339;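 active means percent inhibition above a per-plate cutoff, the plate mean of test compounds plus 3 SD, cut at about 30% in these data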;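 further: 0% = DMSO wells with GLD-1 and probe and 100% = wells lacking GLD-1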
# Numbers without * were called inactive; . = no result given.
[1] Cc1ccc(NC(=O)CN2C(=O)NC3(CCCc4ccccc43)C2=O)c(Cl)c1 (centres undefined)
[2] COc1ccc(C)cc1S(=O)(=O)NC(C)C(=O)Nc1ccc2c(c1)OCO2 (centres undefined)
[3] COC(=O)c1c(NS(=O)(=O)Cc2ccccc2)sc2c1CCCC2
[4] Cc1ccc(OCCC(=O)OCC(=O)Nc2c(C)nn(-c3ccccc3)c2C)cc1
[5] Cn1c(N)c(C(=O)CSc2nnc3n2CCCCC3)c(=O)n(C)c1=O
[6] CCN(c1ccccc1)c1nc(=O)c2cccnc2s1
[7] O=C(NC1CCCCC1)c1ccc(S(=O)(=O)N2CCCCC2)cc1
[8] O=C(Nc1ccccc1N1CCN(C(=O)c2ccccc2)CC1)c1ccco1
compound no.	1	2	3	4	5	6	7	8
MEX-5 binding	.	1.1	-2.8	0.8	.	0.4	0.6	-0.9
CR mimetic SO	102	101	118	97	105	103	105	98
CIT2-GFP yeast	108	99	94	95	101	98	83	93
BCLXL inh	.	6	10	-14	.	6	7	-1
GRK2 inh	7	0	1	0	21	0	3	0
MCL1-BIM inh	.	3	9	-24	.	9	5	9
AGP1-GFP MLPCN	109	97	96	104	103	99	97	101
VLA-4 inh	-7	7	-10	-4	9	-5	19	-1
GLD-1 RNA inh	1	5	4	-7	2	3	1	5

[9] Cc1cc(C)c(NC(=O)CNC(=O)c2ccccc2OCc2c(C)noc2C)c(C)c1
[10] COC(=O)c1cc(NC(=O)c2ccc(F)cc2)cc(C(=O)OC)c1
[11] NS(=O)(=O)c1ccc(NC(=O)COC(=O)C2(c3ccccc3F)CCCC2)cc1
[12] COc1ccc(-c2csc(N(CC(C)C)C(=O)c3ccco3)n2)cc1
[13] Cn1nccc1C(=O)Nc1ccccc1C(=O)O
[14] CCOC(=O)CSc1nnc(CNC(=O)c2ccccc2OC)n1-c1ccc(OC)cc1
[15] CC(CCCC(C)(C)O)CC1C2=C(CCCC2=O)OC2=C1C(=O)CCC2 (centres undefined)
[16] COc1ccc(NC(=O)CN2C(=O)NC3(CCCC3)C2=O)cc1Cl
compound no.	9	10	11	12	13	14	15	16
MEX-5 binding	-1.6	0.4	3.0	0.6	-0.1	1.3	-1.4	2.2
CR mimetic SO	99	88	85	78	104	85	108	94
CIT2-GFP yeast	103	104	103	100	92	102	97	108
BCLXL inh	0	1	-4	0	11	3	2	-4
GRK2 inh	3	0	1	0	0	0	2	0
MCL1-BIM inh	-2	0	-7	-5	6	-7	7	0
AGP1-GFP MLPCN	115	100	98	150*	90	101	99	102
VLA-4 inh	34	14	3	19	14	4	-36	2
GLD-1 RNA inh	4	7	0	5	2	5	-12	6

[17] FC(F)Oc1ccccc1/C=N/n1cnc2ccccc21
[18] COc1cccc(OCC(O)CN2CCN(c3ccc(F)cc3)CC2)c1 (centres undefined)
[19] Cc1cccc(OCCCc2c(C)n[nH]c2C)c1
[20] CC(C)CC(=O)NS(=O)(=O)c1ccc(NC(=O)c2ccco2)cc1
[21] Clc1ccccc1-c1ccc(/C=N/Nc2nncc(-c3ccccc3)n2)o1
[22] NC(=O)C1CCN(C(=O)c2ccc(F)c(S(=O)(=O)N3CCOCC3)c2)CC1
[23] COc1ccccc1C(=O)N1CCC(N2CCN(c3ccccc3OC)CC2)CC1
[24] C=C(C)COc1ccc(-c2[nH]ncc2Oc2ccc(OC)cc2)c(O)c1
compound no.	17	18	19	20	21	22	23	24
MEX-5 binding	-1.4	3.9	0.6	1.3	-0.4	.	-0.9	-6.8
CR mimetic SO	88	90	83	99	133	106	90	110
CIT2-GFP yeast	90	100	98	88	102	101	106	97
BCLXL inh	3	4	4	-2	-4	2	5	3
GRK2 inh	0	0	2	1	2	3	1	1
MCL1-BIM inh	1	8	6	-11	-8	-4	2	5
AGP1-GFP MLPCN	88	98	98	95	101	96	105	98
VLA-4 inh	8	-2	2	16	-1	8	19	6
GLD-1 RNA inh	-7	1	-1	-2	-7	-1	2	4

[25] CC(=O)c1ccc(N2CCN(S(=O)(=O)c3ccc(-c4cnc(C5CC5)o4)cc3)CC2)cc1
[26] CCOCCCNCc1ccc(OCCC(C)C)c(OC)c1
[27] O=C(NC1=NCCS1)c1ccc(C(F)(F)F)cc1
[28] NCC/C=C1/c2ccccc2CSc2ccccc21
[29] COc1ccc(C(=O)C2CCN(C(=O)c3ccc(F)cc3)CC2)cc1
[30] Cc1ccc(NC(=S)NCCc2ccc(Cl)cc2)c(C)c1
[31] Cc1ccc(N2CC(C(=O)Nc3ccc(S(=O)(=O)Nc4nccs4)cc3)CC2=O)cc1C (centres undefined)
[32] O=C(c1ccc(Cl)cc1)N1CCN(C(=O)C2CCCCC2)CC1
compound no.	25	26	27	28	29	30	31	32
MEX-5 binding	2.2	2.9	-1.1	2.7	-1.8	3.4	1.1	-4.2
CR mimetic SO	111	107	93	113	100	96	92	118
CIT2-GFP yeast	95	96	93	83	110	97	109	87
BCLXL inh	1	5	-2	0	1	2	4	7
GRK2 inh	0	0	0	0	3	2	0	1
MCL1-BIM inh	1	2	2	-8	-8	5	-1	8
AGP1-GFP MLPCN	94	90	93	93	106	97	107	95
VLA-4 inh	27	22	-6	38	9	3	1	12
GLD-1 RNA inh	5	0	-5	4	-7	1	12	1

# 2 of the compounds above, as tab-separated lines:
No.	SMILES	MEX-5 binding	CR mimetic SO	CIT2-GFP yeast	BCLXL inh	GRK2 inh	MCL1-BIM inh	AGP1-GFP MLPCN	VLA-4 inh	GLD-1 RNA inh
26	CCOCCCNCc1ccc(OCCC(C)C)c(OC)c1	2.9	107	96	5	0	2	90	22	0
27	O=C(NC1=NCCS1)c1ccc(C(F)(F)F)cc1	-1.1	93	93	-2	0	2	93	-6	-5

# More results follow:
[33] Cc1ccc(-n2ncc3c2CC(C)(C)CC3NC(=O)c2c(C)noc2C)cc1 (centres undefined)
[34] CC(=O)Nc1cccc(NC(=O)CSc2nnc3ccc(-c4cccnc4)nn23)c1
[35] CS(=O)(=O)N(CCc1ccccc1)CC(=O)NCc1ccccc1Cl
[36] O=C(NC1CC1)C1=C[C@H](c2coc3ccccc3c2=O)C[C@H](OCc2ccc(CO)cc2)O1
[37] CCc1ccccc1NC(=S)N(CCN(C)C)Cc1cccs1
[38] Cc1onc(-c2c(Cl)cccc2Cl)c1C(=O)NCC1CCCO1 (centres undefined)
[39] O=C(Cn1nnc(-c2ccccc2F)n1)NCCc1ccccc1
[40] Cc1ccc2nc3c(c(C(=O)OCC(=O)N(C)C4CCS(=O)(=O)C4)c2c1)CCCC3 (centres undefined)
compound no.	33	34	35	36	37	38	39	40
MEX-5 binding	-2.2	-1.5	1.3	-7.1	0.3	-1.4	0.9	-2.7
CR mimetic SO	91	102	102	.	89	98	102	110
CIT2-GFP yeast	88	91	95	.	99	93	106	95
BCLXL inh	.	-5	7	17	3	7	5	9
GRK2 inh	1	3	2	.	1	0	0	3
MCL1-BIM inh	.	-5	3	18	1	3	4	7
AGP1-GFP MLPCN	92	97	97	.	96	94	108	90
VLA-4 inh	5	-5	15	.	-2	14	18	20
GLD-1 RNA inh	.	-8	-1	11	6	-5	8	3

[41] COc1ccccc1C(=O)NCCC(=O)NCC(c1ccco1)N1CCCCC1 (centres undefined)
[42] Cc1cc(/C=C(\C#N)C(=O)NCc2ccco2)c(C)n1C1CCCC1
[43] CCn1c(SCC(=O)Nc2ccc(C)cc2)nc2nc3c(cc2c1=O)COC(C)(C)C3
[44] CC1=NN(C(C#N)c2c(C)nn(Cc3ccccc3)c2C)C(C)(C)C1 (centres undefined)
[45] CC(=O)Nc1cccc(C(=O)N/N=C/c2ccccc2F)c1
[46] CCOC(=O)c1cc2c(N)c(C(=O)c3cc(C#N)c(SC)nc3C)sc2nc1C
[47] Cc1nc2c(cnn2-c2ccccc2)c(=O)n1/N=C/c1ccccc1
[48] O=C(COC(=O)/C=C/c1ccco1)NCc1ccc(Cl)cc1
compound no.	41	42	43	44	45	46	47	48
MEX-5 binding	3.9	2.4	.	2.7	-0.6	-0.4	1.9	.
CR mimetic SO	107	98	109	122	102	89	102	107
CIT2-GFP yeast	93	.	94	103	100	94	100	101
BCLXL inh	1	-2	6	6	1	6	1	5
GRK2 inh	0	1	2	2	1	0	0	3
MCL1-BIM inh	3	-2	8	2	8	8	5	-3
AGP1-GFP MLPCN	107	97	95	105	99	94	109	106
VLA-4 inh	1	3	0	1	21	-7	12	0
GLD-1 RNA inh	4	13	-3	6	3	5	8	-3

[49] CCN(Cc1ccncc1)C(=S)Nc1ccc(Cl)cc1
[50] CCn1c(C)cc2c(c1=O)C(c1ccccc1Br)C(C#N)=C(N)O2 (centres undefined)
[51] COc1ccc(C2C(C(=O)N3CCN(c4ccccc4F)CC3)c3ccccc3C(=O)N2C)cc1 (centres undefined)
[52] Nc1nc(N)c(N=Nc2ccc(SCC(=O)O)cc2)c(=O)[nH]1
[53] COc1ccc([N+](=O)[O-])cc1NC(=O)C(C)NNC(=O)c1cccc([N+](=O)[O-])c1 (centres undefined)
[54] COc1ccc(CCNc2ncnc3sc(C)cc23)cc1OC
[55] COc1ccc(-c2nnc(SCc3nnc(-c4ccc(Cl)cc4)o3)n2-c2ccccc2)cc1
[56] Cc1ccc(NC(=O)Cn2c(/C=C/c3ccccc3)nc3ccccc32)cc1C
compound no.	49	50	51	52	53	54	55	56
MEX-5 binding	0.8	-3.2	0.5	-0.7	.	-0.3	1.0	-1.5
CR mimetic SO	87	96	117	109	85	105	125	94
CIT2-GFP yeast	101	102	98	107	103	102	98	109
BCLXL inh	5	7	3	17	.	.	-7	2
GRK2 inh	1	0	3	3	2	0	0	0
MCL1-BIM inh	10	3	-2	10	.	.	-3	1
AGP1-GFP MLPCN	103	101	103	109	103	102	98	106
VLA-4 inh	8	9	-1	-4	-5	-4	-1	0
GLD-1 RNA inh	2	2	-1	13	5	.	0	-3

[57] COc1ccc(C(=O)N2CCN(C)C(=O)[C@@H]2C)cc1OC1CCN(C(C)C)CC1
[58] Cc1nn(CC(=O)Nc2ccc(F)cc2)c(=O)c2ccccc12
[59] NC(=O)CSc1nnnn1-c1ccc2c(c1)OCCO2
[60] CC1(C)CC2(CCO1)C(Nc1ccccc1)=NC(=S)N2c1ccccc1 (centres undefined)
compound no.	57	58	59	60
MEX-5 binding	-0.9	1.4	-0.3	-0.1
CR mimetic SO	99	99	101	89
CIT2-GFP yeast	98	93	110	99
BCLXL inh	7	-2	9	2
GRK2 inh	2	0	4	.
MCL1-BIM inh	10	-4	4	2
AGP1-GFP MLPCN	103	90	103	102
VLA-4 inh	5	-14	2	8
GLD-1 RNA inh	-2	2	6	5

# Entries shown so far with a furan ring, fused or not:
[8] O=C(Nc1ccccc1N1CCN(C(=O)c2ccccc2)CC1)c1ccco1
[12] COc1ccc(-c2csc(N(CC(C)C)C(=O)c3ccco3)n2)cc1
[20] CC(C)CC(=O)NS(=O)(=O)c1ccc(NC(=O)c2ccco2)cc1
[21] Clc1ccccc1-c1ccc(/C=N/Nc2nncc(-c3ccccc3)n2)o1
[41] COc1ccccc1C(=O)NCCC(=O)NCC(c1ccco1)N1CCCCC1 (centres undefined)
[42] Cc1cc(/C=C(\C#N)C(=O)NCc2ccco2)c(C)n1C1CCCC1
[48] O=C(COC(=O)/C=C/c1ccco1)NCc1ccc(Cl)cc1
compound no.	8	12	20	21	41	42	48
MEX-5 binding	-0.9	0.6	1.3	-0.4	3.9	2.4	.
CR mimetic SO	98	78	99	133	107	98	107
CIT2-GFP yeast	93	100	88	102	93	.	101
BCLXL inh	-1	0	-2	-4	1	-2	5
GRK2 inh	0	0	1	2	0	1	3
MCL1-BIM inh	9	-5	-11	-8	3	-2	-3
AGP1-GFP MLPCN	101	150*	95	101	107	97	106
VLA-4 inh	-1	19	16	-1	1	3	0
GLD-1 RNA inh	5	5	-2	-7	4	13	-3
